# PP5 primary = PP5 (human) phosphatase inhibition; purified PP5c, OMFP substrate fluorescence; inhibition, % at 6.7 µM; 320,000 tested, 0.18% active; AID 1987;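 active = inhibition above the campaign's mean inhibition across all tested compounds plus 3 SD, cut at about 9.5% in these data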;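 note: 0% = DMSO only and 100% = 100 µM cantharidin control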
# PREPL inhibitor = human PREPL enzyme inhibition | Q4J6C6 | recombinant PREPL, fluorescence polarization activity-based probe | inhibition, % at 5.96 µM | 320,000 tested, 0.68% active | AID 2751; in the data active = inhibition above about 43%;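 note: 0% = enzyme with DMSO and 100% = wells lacking enzyme; many of its hits are not listed in these tables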
# Target sequence (Q4J6C6 whole entry, looked up): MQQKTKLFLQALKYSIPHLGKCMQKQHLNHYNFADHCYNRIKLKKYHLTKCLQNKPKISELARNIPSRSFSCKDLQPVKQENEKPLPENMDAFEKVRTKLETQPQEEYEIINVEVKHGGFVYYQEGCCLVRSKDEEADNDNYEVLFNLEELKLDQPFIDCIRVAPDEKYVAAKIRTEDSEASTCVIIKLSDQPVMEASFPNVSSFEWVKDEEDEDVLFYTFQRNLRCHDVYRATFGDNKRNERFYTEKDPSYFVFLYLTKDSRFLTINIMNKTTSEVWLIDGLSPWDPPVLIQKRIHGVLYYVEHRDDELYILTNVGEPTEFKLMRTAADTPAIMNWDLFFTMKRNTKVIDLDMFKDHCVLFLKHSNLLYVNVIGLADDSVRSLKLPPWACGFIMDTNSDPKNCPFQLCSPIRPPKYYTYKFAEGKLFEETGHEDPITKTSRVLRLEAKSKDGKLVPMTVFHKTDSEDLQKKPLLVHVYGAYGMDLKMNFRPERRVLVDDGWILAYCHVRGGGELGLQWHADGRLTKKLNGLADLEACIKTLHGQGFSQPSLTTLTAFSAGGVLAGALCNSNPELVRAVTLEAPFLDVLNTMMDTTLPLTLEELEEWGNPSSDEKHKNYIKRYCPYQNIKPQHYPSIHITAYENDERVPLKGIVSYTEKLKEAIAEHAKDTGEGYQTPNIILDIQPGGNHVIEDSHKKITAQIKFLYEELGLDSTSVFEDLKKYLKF
# TPT1 inhibitor = blocks Candida albicans tRNA 2'-phosphotransferase. recombinant caTPT1, FP RNA substrate dephosphorylation. inhibition, % at 5 µM. 300,000 tested, 0.81% active;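 active = inhibition above the mean of all tested compounds plus 3 SD, set per screening campaign, cut at about 24% in these data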;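 note: plate controls were DMSO alone for no effect and ferristatin control at 100 nM for full effect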
# Efflux pump mplx = inhibitors of Candida antifungal efflux pumps expressed in yeast; 330,000 tested, 0.44% active; S. cerevisiae Candida pump triplex, Nile Red efflux; inhibition, % at 10 µM; AID 485275;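 active = plate passing quality check with inhibition over a set limit, or well fluorescence over plate mean plus 4 SD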;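 note: Nile Red retained in pooled yeast measured as flow cytometry median fluorescence; 0% = buffer negative control and 100% = Enniatin B positive control; higher means more Nile Red kept so more efflux inhibition; some compounds called inactive have numbers as strong as hits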
# ZTA DNA inh = counter-screen for EBNA-1 inhibitors: inhibitors of Epstein-Barr virus ZTA | ZTA-DNA binding, fluorescence polarization | P03206 | inhibition, % at 11 µM | 320,000 tested, 0.15% active; in the data active = inhibition above about 33%
# PP1 inh = blocks human PP1-alpha phosphatase, a PP5 counter-screen | P62136 | 320,000 tested, 0.9% active | inhibition, % at 6.7 µM | purified PP1alpha, OMFP fluorescence;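 active = inhibition above the mean inhibition of all tested compounds plus 3 SD, computed separately for each screening campaign, cut at about 15% in these data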
# Target sequence (P62136 whole entry, looked up): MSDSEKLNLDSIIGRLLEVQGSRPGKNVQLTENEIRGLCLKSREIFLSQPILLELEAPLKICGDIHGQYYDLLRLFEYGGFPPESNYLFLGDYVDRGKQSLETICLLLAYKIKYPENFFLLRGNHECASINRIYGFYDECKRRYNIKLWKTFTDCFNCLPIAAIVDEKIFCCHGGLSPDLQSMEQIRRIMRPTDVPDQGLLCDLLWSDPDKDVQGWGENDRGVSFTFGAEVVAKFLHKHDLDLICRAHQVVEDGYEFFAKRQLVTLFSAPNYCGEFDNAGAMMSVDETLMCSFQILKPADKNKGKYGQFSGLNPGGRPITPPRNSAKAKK
# core dimer inh = blocks dimerization of HCV core protein | TR-FRET GST/Flag-core106 dimerization, 1536-well | inhibition, % at 5 µM | 300,000 tested, 0.33% active | AID 1899;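 active = inhibition above the mean of all tested compounds plus 3 SD, set per screening campaign, cut at about 45% in these data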
#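 System: GST/Flag-tagged HCV core106 proteins. Incubation: compound-protein-antibody incubation 4 h at 22.5 °C. Technique: HTRF with 340 nm excitation, 617/671 nm emission. Medium: KF-containing HEPES buffer, pH 7.45, DTT, CHAPS, BSA. Read-out: inhibition (%) from 671 over 617 nm ratio. Also added: Eu(K)-anti-GST 90 ng/mL plus XL665-anti-Flag 1 µg/mL.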
# CTSL1 counter = cathepsin L1 inhibition, PFM18AAP counter-screen; AID 1906; recombinant F. hepatica cathepsin L1, Z-Leu-Arg-MCA fluorescence; 300,000 tested, 0.49% active; inhibition, % at 5.96 µM;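 active = inhibition above the mean of all tested compounds plus 3 SD, set per screening campaign, cut at about 17% in these data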;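 note: 0% = plate median of test compound wells and 100% = 1 µM Z-Phe-Ala-diazomethylketone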
# EBNA-1 inh = blocks EBNA-1 binding to DNA | AID 1950 | EBNA-1 DNA binding, fluorescence polarization | inhibition, % at 14.8 µM | 300,000 tested, 0.34% active; in the data active = inhibition above about 28%
# * = called active by the depositor; x = not tested or not shown. Some of the compounds tested. The share of hits here may be higher or lower than overall.
Structure	PP5 primary	PREPL inhibitor	TPT1 inhibitor	Efflux pump mplx	ZTA DNA inh	PP1 inh	core dimer inh	CTSL1 counter	EBNA-1 inh
O=c1oc2cc(OCc3ccc([N+](=O)[O-])cc3)ccc2c2c1CCCC2	3.6	16	-4	-0.1	-21	-4	2	0	3
COCCN1CC(C(=O)NCCc2nc(C)c(C)s2)CCC1=O (centres undefined)	-2.4	8	2	0.1	-5	-4	-3	0	-3
Cc1cc(C)c(S(=O)(=O)c2ccccc2F)c(=O)[nH]1	-0.4	-1	-3	-0.1	15	-3	6	1	9
O=C(c1cccnc1)N1CCN(C(=O)c2ccco2)CC1	1.3	1	-8	-0.1	6	-4	-7	1	9
CCOC(=O)c1nn(-c2ccccc2)c(=O)c2c(NC(C)=O)scc12	-1.3	0	1	-0.1	4	-7	4	4	-2
COc1ccc(CN(C)CC(=O)Nc2sc3c(c2C#N)CCC3)c(OC)c1	1.2	6	10	0.0	-10	4	27	2	-6
Cn1nnnc1SCCNC(=O)C1CCC(=O)N(Cc2ccccc2F)C1 (centres undefined)	0.3	1	-1	-0.2	9	-1	-5	1	0
CCOc1cnc(-c2ccc(OC)cc2)o1	-0.3	16	-2	-0.2	-6	-2	-2	0	0
O=C(c1ccccc1Sc1cccc2ccccc12)N1CCOCC1	-1.6	6	0	0.0	-16	2	4	4	1
CCOc1ccccc1NC(=O)Cn1nnc(C(=O)NCCc2ccc(OCC)c(OCC)c2)c1N	3.0	-4	1	0.0	-3	0	4	2	1
O=C(O)c1cc(N/N=C/c2c[nH]c3ccccc23)ccc1Cl	-1.4	13	-1	-0.1	-14	-1	-59	3	0
CC1CCCN(C(=O)CCS(=O)(=O)Cc2ccccc2)C1 (centres undefined)	2.1	16	-3	-0.2	-15	1	-3	-7	4
COC(=O)CN1C(=O)C(O)(CC(=O)c2ccc(C)o2)c2ccccc21 (centres undefined)	-0.3	-4	-4	-0.1	8	-6	3	-1	-4
O=S(=O)(Nc1cc(Cl)cc(Cl)c1)N1CCOCC1	2.0	0	-3	-0.2	-9	3	-15	-1	2
Cc1cccc(-n2ncc3c(N)ncnc32)c1	0.5	-6	0	0.0	-6	-1	-1	-5	-6
CCN(C(=O)CN1C(=O)S/C(=C\c2ccc(Cl)cc2)C1=O)C1CCS(=O)(=O)C1 (centres undefined)	-2.0	20	2	-0.1	3	0	-1	0	-5

# Results in ZTA DNA inh, TPT1 inhibitor and EBNA-1 inh, for some of the entries so far:
SMILES | ZTA DNA inh | TPT1 inhibitor | EBNA-1 inh
COC(=O)CN1C(=O)C(O)(CC(=O)c2ccc(C)o2)c2ccccc21 (centres undefined) | 8 | -4 | -4
O=C(c1ccccc1Sc1cccc2ccccc12)N1CCOCC1 | -16 | 0 | 1
Cc1cccc(-n2ncc3c(N)ncnc32)c1 | -6 | 0 | -6
O=S(=O)(Nc1cc(Cl)cc(Cl)c1)N1CCOCC1 | -9 | -3 | 2

# Following part
Structure	PP5 primary	PREPL inhibitor	TPT1 inhibitor	Efflux pump mplx	ZTA DNA inh	PP1 inh	core dimer inh	CTSL1 counter	EBNA-1 inh
COc1cccc(CN2CCN(Cc3cc(OC)c(OC)cc3OC)CC2)c1	1.9	-6	-1	0.0	3	-4	8	-111	4
O=C(Cn1nc(C(F)(F)F)c2c1CCCC2)NCc1ccco1	0.1	-16	-1	0.0	7	-2	2	-2	10
O=C(CNc1c(Br)cc(Br)cc1Br)NN=C1CCCCC1	1.8	0	5	0.0	-13	0	3	3	-4
CN1CCN(c2nc3c(c(=O)[nH]c(=O)n3C)n2CCSc2nnnn2-c2ccccc2)CC1	0.0	3	-3	0.0	9	-4	-2	-4	6
COc1ccc(/C=N/NC(=O)CCc2nc3ccccc3[nH]2)cc1	0.6	-6	-3	0.3	-7	0	-8	-1	8
O=C(CSc1ccc2c(c1)OCCO2)NCc1ccco1	1.2	6	-2	0.0	-8	0	19	3	3
COc1ccc(CC(=O)NC(C)c2nnc(SCCC(=O)Nc3ccccc3)n2C)cc1 (centres undefined)	0.4	-2	0	0.4	7	-5	-1	-1	-3
N#Cc1ccccc1NC1=CC(=O)CCC1	-0.6	10	-1	0.0	3	-2	1	-2	-8
Cc1cccc([N+](=O)[O-])c1NC(=O)COC(=O)C1CC2CCCC(C1)C2=O (centres undefined)	1.4	3	-1	0.0	-2	-1	-3	2	15
CCOCCOC(=O)c1ccc(-n2cncn2)nc1	1.9	-7	1	0.0	-4	0	4	1	-2
CCCCn1c(N)c(N(CCC(C)C)C(=O)C2CC(=O)N(CCc3ccc(OC)c(OC)c3)C2)c(=O)[nH]c1=O (centres undefined)	-0.1	9	1	0.0	-4	-2	-5	0	-3
CCc1noc(C)c1C(=O)N1CCCC(C(=O)c2cc(F)ccc2F)C1 (centres undefined)	-4.4	-5	3	-0.1	3	-2	-1	2	2
O=C(Nc1cccnc1)c1ccc(F)cc1	-0.6	-1	-1	-0.1	-2	-1	3	1	10
Cc1cc2nc(-c3ccncc3)cc(C(F)(F)F)n2n1	0.0	6	0	0.0	11	-5	5	-6	3
CCOC(=O)c1ccc(N(C(=O)c2cnccn2)C(C(=O)NC2CCCCC2)c2cn(C)nc2C)cc1 (centres undefined)	3.0	-15	3	0.0	-6	0	-3	-2	-5
CCOC(=O)c1c(C)oc2ccc(NS(=O)(=O)c3cccs3)cc12	1.6	-8	1	0.1	12	-3	4	1	10
O=C(NCC(=O)N(c1ccccc1)C(C(=O)NCC1CCCO1)c1ccccc1)c1cccs1 (centres undefined)	2.2	5	0	0.8	-5	4	-5	-2	-12
O=C(CN1CCN(S(=O)(=O)c2cc(C(F)(F)F)ccc2Cl)CC1)N1CCc2ccccc2C1	2.3	19	x	-0.2	17	5	x	x	x
COC(=O)C1=NN(c2ccccc2)C2(S1)SC(C(C)=O)=C(C)N2c1ccccc1 (centres undefined)	1.2	4	0	0.0	1	-1	6	-1	-7
Cc1cc(NC(=O)c2noc3c2CCCC3)n(-c2ccccc2)n1	3.0	9	4	0.2	-1	-12	-4	3	-8
Cc1cc(C)c2cc(C(=O)N3CCC(N4CCCCC4)CC3)[nH]c2c1	0.6	7	6	0.0	-7	1	8	-1	9
COc1ccc(NS(=O)(=O)NC(=O)c2cn(C)c3ccccc23)cc1	-2.9	6	-2	-0.2	-4	-1	-1	0	3
O=C(CSc1ccc(-c2ccco2)nn1)Nc1cccc(F)c1	2.4	2	-1	-0.2	-4	-1	15	0	3
CN(C)C(=O)NC(O)C(Cl)Cl (centres undefined)	-2.4	-2	-3	0.0	0	-2	-1	2	15
CN(C)c1ccc(/C=N/N(CCC#N)C2=NS(=O)(=O)c3ccccc32)cc1	2.3	18	27*	0.2	13	2	-3	1	-8
CC(C)[C@H](N)C(=O)N1CCC(C(=O)N[C@@H](Cc2ccccc2)C(=O)NCc2ccc(F)cc2)CC1	-0.8	7	-3	0.0	-10	-2	-1	2	-1
N=c1c2c(-c3ccccc3)c(-c3ccccc3)n(Cc3ccco3)c2ncn1CCCN1CCOCC1	3.2	28	-2	0.1	-5	-4	-5	2	3
O=C(COC(=O)c1ccccc1O)NCCC1=CCCCC1	-0.2	-24	2	-0.1	-5	1	3	1	5
CCOc1ccccc1N1CCN(S(=O)(=O)c2ccc(Cl)s2)CC1	-0.4	11	2	-0.1	2	0	4	-1	14
COc1ccccc1CCNC(=O)C(=O)NCC1OCCN1S(=O)(=O)c1ccc2c(c1)OCCO2 (centres undefined)	3.2	5	-3	0.2	1	4	-3	-2	-8
c1cc2c(nn1)CCc1nonc1-2	-0.2	-7	-2	0.2	-6	-4	-5	2	-16
O=C1c2cc(CO)cc(O)c2C(=O)c2c(O[C@@H]3OC(CO)[C@@H](O)[C@@H](O)[C@@H]3O)cccc21 (some centres undefined)	4.7	-1	-1	0.1	-5	2	-3	-1	-7
CC(NC(=S)NC1CCCCC1)c1ccc(C(C)(C)C)cc1 (centres undefined)	3.0	11	2	0.0	-4	0	3	2	0
CCC(C)NC(=O)COC(=O)c1cccnc1Nc1ccccc1F (centres undefined)	3.7	-6	-7	0.0	4	-2	8	0	14
COCCCNC(=O)CCSc1ccc(C)cc1	0.7	11	-1	-0.6	1	-2	-7	-52	10
COc1ccnc(CS(=O)c2nc3cc(C(O)(F)F)ccc3[nH]2)c1OC (centres undefined)	0.4	20	2	0.9	-8	-4	-8	-6	-11
O=C(CSc1nnc(NC2CC2)s1)Nc1ccc(N2CCOCC2)cc1	-0.3	10	x	-0.1	-4	-4	x	x	x
COc1ccccc1Oc1nc(C)c(C(C)=O)cc1C#N	3.2	19	-9	-0.2	1	-3	0	2	2
Cc1c(C(=O)Oc2cccc3cccnc23)oc2ccccc12	-0.9	-3	-3	0.1	7	1	6	0	-2
Cc1cc(C)cc(N2C(=O)CCN(Cc3ccccc3)C2=O)c1	2.7	4	-2	-0.1	5	-2	0	1	5
CCc1ccc(OCc2ccc(C(=O)OC)o2)cc1	2.9	-2	0	0.0	5	-1	5	-5	1
CCOc1ccc(-c2cc3nc(C4CCN(C(=O)OC(C)(C)C)CC4)c(C(=O)O)cn3n2)cc1	2.8	5	2	0.1	15	9	21	12	-2
Cc1cccc(NC(=O)CN(C)CC(=O)NC(c2ccccc2)c2ccccc2)c1C	4.8	6	x	0.6	3	1	x	x	x
COc1ccc(C(=O)NCc2nnc(SCC(=O)NC3CCCCC3)o2)cc1	4.9	0	0	-0.1	-15	-4	-1	-3	-5
CN(C)S(=O)(=O)c1cccc(NC(=O)COC(=O)c2ccc([N+](=O)[O-])o2)c1	-1.3	-4	1	0.2	6	0	-1	-6	2
C=CCOc1cccc(C2C(C(=O)c3cccs3)=C(O)C(=O)N2Cc2cccnc2)c1 (centres undefined)	0.0	5	-2	-0.1	-21	3	2	1	8
Cc1ccc(S(=O)(=O)CC(=O)Nc2ccc(F)c(F)c2F)cc1	2.0	-67	2	0.1	8	-2	-2	3	-11
O=C(Nc1ccnn1C1CCN(C/C=C/c2ccccc2)CC1)c1ccccc1Cl	3.6	-39	0	-0.1	-1	3	-5	-3	2
CSc1ccccc1C(=O)Nc1ccc2c(c1)CCC2	1.3	5	-3	-0.1	11	-5	4	-3	3
CCOc1ccc(/C=C/C(=O)OC(C)C(=O)NC2CCCCC2C)cc1OC (centres undefined)	7.8	4	-2	-0.3	-6	-4	-4	-9	9
COc1ccc2[nH]c3c(c2c1)CCN1C(=O)N([C@@H](C)C(=O)NCc2ccc(F)cc2)C(=O)[C@]31C	5.4	11	2	-0.3	-6	-2	-6	5	-7
COc1ccc(C(CC(=O)NC(C)(C)C)n2cccc2)cc1 (centres undefined)	0.7	-1	-8	-0.1	-17	-5	-1	-6	-6
Cc1nc2cc(-c3ccccc3)[nH]n2c(=O)c1C	0.8	1	-2	0.0	-6	-1	-2	-3	7
O=C1CC(N2CCN(C(c3ccccc3)c3ccccc3)CC2)C(=O)N1Cc1ccc(N2CCCC2=O)cc1 (centres undefined)	2.2	13	-1	0.1	1	2	9	1	0
COc1cccc(-n2nc(-c3ccnn3-c3ccc(F)cc3)c(=O)n(C)c2=O)c1	0.9	7	0	0.5	2	-3	-3	0	-3

# Source: PubChem (several laboratories)
